From PubChem BioAssay
aSyn tox rescue – inhibitors of alpha-synuclein toxicity in yeast; S. cerevisiae alpha-synuclein toxicity rescue, BacTiter-Glo growth, 24 h; 94,000 tested, 0.02% active; Potency, µM (titrated, usually from 46.1 µM), inactives show at the highest dose growth rescue (activation), usual class: activators; AID 1347070; active = well fitted activation curve with a large enough effect; inconclusive = small, poorly fitted or top-dose-only effect; also: 0% is about no effect
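Growth restoration measured by BacTiter-Glo luminescence after 24 hr at 30 deg C; alpha-synuclein yeast, raffinose-pregrown to mid-log, were added at OD600=0.02 in galactose medium onto pinned compounds.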
An asterisk follows results filed as active; u = inconclusive; [ ] = another dose, or the depositor's remark. Potency is read from the fitted curve at half-maximal effect. These rows are one share of the data, so the mix of outcomes need not match the whole.

item	mol	aSyn tox rescue
1	COc1ccc(CC(=O)NCc2ccc3c(c2)CCN3C(C)=O)cc1	-2%
2	COc1ccc(OC)c(CC(NC(C)=O)C(=O)NC2CCN(c3nnnn3-c3ccccc3)CC2)c1 (configuration not stated)	7%
3	c1ccc(Cn2ccnc2C2OCCO2)cc1	4%
4	Cc1cccc(C)c1NC(=O)CCCn1c(=O)c2cccn2c2ccccc21	3%
5	CCOc1ccc(S(=O)(=O)Nc2ccc(C(=O)NCC(C)(C)N3CCOCC3)cc2)cc1	-9%
6	Cc1ccc([C@H]2C[C@H](n3cc(-c4ccc(F)cc4)nn3)[C@@H](O)CN2C(=O)c2cccs2)cc1	10%
7	Cc1ccc2oc(-c3cc(NC(=O)/C=C/c4ccco4)ccc3Cl)nc2c1	0%
8	CCN(CC)S(=O)(=O)c1ccc(C(=O)NCCSc2c[nH]c3ccccc23)cc1	-1%
9	CCOc1ccc(CN2CCN(Cc3[nH]c4ccc(OC)cc4c3C)CC2CCO)cc1 (configuration not stated)	10%
10	COc1ccccc1NC(=O)c1cc2c([nH]c1=O)CC(C)(C)CC2=O	4%
11	COc1ccc(CNC(=O)Cc2csc3nc(-c4ccc(C)cc4)cn23)cc1	-5%
12	COc1ccc(-c2nc(Cn3c(SCc4cccc(C(F)(F)F)c4)nc4cccnc43)c(C)o2)cc1OC	1%
13	O=C(CCc1c[nH]c2ccccc12)N1CCN(S(=O)(=O)c2ccc([N+](=O)[O-])cc2)CC1	0%
14	Cn1nc(C(=O)N2CCN(c3cccc(Cl)c3)CC2)c2c1-c1ccccc1S(=O)(=O)C2	4%
15	COC(=O)c1cc2occc2n1Cc1nc(-c2ccccc2)oc1C	8%
16	Cc1c(NC2(C#N)CCCCC2)c(=O)n(-c2ccccc2)n1C	-1%
17	Cc1cccc(NC(=O)C2CCN(C(=O)N3CCOc4ccccc43)CC2)c1C	4%
18	COc1cccc(NC(=O)CSc2nnc(COc3ccc(Cl)cc3)o2)c1	-2%
19	COc1ccc(OC)c(NC(=O)Cc2coc3ccc(C(C)C)cc23)c1	u
20	NC(=O)CSc1oc(-c2ccco2)nc1S(=O)(=O)c1ccc(Cl)cc1	1%
21	COc1cc(OC)c(NC(=O)C(C)n2nc(-c3ccc(C)c(C)c3)ccc2=O)cc1Cl (configuration not stated)	28%
22	O=C(c1c[nH]c(C(=O)C(Cl)(Cl)Cl)c1)c1ccc(F)cc1F	5%
23	CC(C)CN(CCNC(=O)c1cn(C)c2ccc(S(=O)(=O)N3CCOCC3)cc2c1=O)CC(C)C	-1%
24	O=C(COC(=O)Cc1ccccc1F)NNC(=O)c1ccc([N+](=O)[O-])cc1	3%
25	Cc1cccc(CNC(=O)Cn2nc(C)c3nn(-c4ccc(Cl)cc4)c(C)c3c2=O)c1	4%
26	COc1ccc(C(=O)c2oc3ccccc3c2NC(=O)c2cccc(OC)c2)cc1	-7%
27	CCSc1ncc(Cl)c(C(=O)Nc2ccc(S(=O)(=O)Nc3ncccn3)cc2)n1	-4%
28	CCCN(CCC)C(=O)CSc1nnc2cc(C)c3ccccc3n12	2%
29	Cc1ccc(NC(=O)Nc2cc(S(C)(=O)=O)ccc2Cl)cc1	7%
30	Fc1ccc(C2CC(c3cccs3)=NN2c2ccccc2)cc1 (configuration not stated)	18%
31	CCCCN(C(=O)c1ccc(N2CCCC2=O)cc1)c1c(N)n(Cc2ccccc2)c(=O)[nH]c1=O	-3%
32	CCCCCC(=O)c1ccc(O)cc1O	7%
33	O=C(C1CC1)N1CCc2cc(Br)cc(S(=O)(=O)N3CCN(c4cccc(C(F)(F)F)c4)CC3)c21	2%
34	COc1ccc(N(CC(=O)Nc2cc(Cl)ccc2C)S(=O)(=O)c2c(C)noc2C)cc1	-6%
35	NS(=O)(=O)c1ccc(NC(=O)Cn2ncc3c2-c2ccccc2OC3)cc1	-11%
36	COc1cc(CCC(=O)Nc2cc(C)cc(C)c2)cc(OC)c1OC	8%
37	O=C(Nc1cc2c3c(c1)CC(=O)N3CCC2)C1CC1	1%
38	COc1ccc(COC(=O)N/N=C(\C)CC(=O)NCc2ccc(Cl)cc2)cc1	0%
39	O=C(COC(=O)c1cc(S(=O)(=O)N2CCCCC2)ccc1N1CCOCC1)c1ccc(F)cc1	14%
40	O=C(NC1CC1)C1CCN(C2CCN(C(=O)/C=C/c3cccs3)CC2)CC1	4%
41	Nc1c(C(=O)Nc2ccc3c(c2)OCCO3)nnn1Cc1cccc(F)c1	-1%
42	COCCCN(C(=S)Nc1c(C)cc(C)cc1C)C(C)c1ccccn1 (configuration not stated)	-41%[inhibitor]
43	CC(=O)c1ccc(NC(=O)COC(=O)c2ccc(F)cc2F)cc1	0%
44	O=C(CCN1C(=O)c2cccc3cccc(c23)C1=O)NCC1CCCO1 (configuration not stated)	5%
45	Cc1cccc(NC(=O)c2ccc([N+](=O)[O-])o2)c1	-65%[inhibitor]
46	O=C(CN1C(=O)COc2ccc(S(=O)(=O)NC3CCCC3)cc21)NCc1ccccc1Cl	1%
47	Cc1csc2nc(-c3cccc(NC(=O)c4ccccc4Cl)c3)cn12	-18%
48	CCCCCC(=O)NNC(=O)c1c(O)c2ccccc2n(CC)c1=O	11%
49	Cc1noc(/C=C/c2ccccc2F)c1S(=O)(=O)N1CCC(C(=O)NCC(C)c2ccccc2)CC1 (configuration not stated)	3%
50	COc1cccc2cc(C(C)N(CCCN3CCOCC3)C(=S)Nc3cccc(C)c3)oc12 (configuration not stated)	-5%
51	COc1cc(/C=C/c2nc(C#N)c(NCCc3ccccc3)o2)cc(OC)c1OC	9%
52	CNC(=O)CSc1nnc(NC(=O)Nc2ccccc2)s1	-4%
53	NC(N)=NC1=NC(=O)/C(=C/c2ccccc2-n2cccn2)S1	-1%
54	Cc1ccc(OCC(=O)N2CCc3ccccc3C2)cc1C	11%
55	Cc1ccc(CN2C(=O)c3ccccc3Sc3ccc(C(=O)OCc4ccco4)cc32)cc1	7%
56	CCOc1ccc(OCC)c(NS(=O)(=O)c2c(C(=O)N3CCCCCC3)c(C)n(C)c2C)c1	3%
57	CCOC(=O)c1cccc(NC(=O)Cn2ncc3c4ccccc4n(Cc4ccccc4)c3c2=O)c1	3%
58	COc1ccc(N2CCN(C(=O)c3cnc(N4CCCC4)nc3C)CC2)cc1	6%
59	COc1cccc(C(=O)Nc2ccccc2SCc2cc(=O)c3cccc(C)c3[nH]2)c1	-5%
60	Cc1nc(N2CCN(Cc3ccc(Cl)cc3)CC2)c2oc3ccccc3c2n1	7%

(cont.)
item	mol	aSyn tox rescue
61	CCN1CC(CN(C)Cc2nc(COc3ccccc3)no2)CC1=O (configuration not stated)	2%
62	COc1cc(-c2nnc(SCCOc3ccc(C)c(Cl)c3)o2)cc(OC)c1OC	7%
63	Cc1ccc(CNC(=O)c2cn(C)c3ccc(S(=O)(=O)N(C)C4CCCCC4)cc3c2=O)cc1	8%
64	COC(=O)COc1cccc2c(=O)n(CC(=O)NCc3ccc(F)cc3)ccc12	4%
65	Cc1ccccc1-c1noc(CSc2nnc(Cc3ccccc3)n2-c2ccc(F)cc2)n1	u
66	CCN1C(=O)CC(C(=O)NCCc2ccc(S(N)(=O)=O)cc2)SC1=Nc1ccc(OC)cc1 (configuration not stated)	4%
67	O=S(=O)(NCc1cccc(Br)c1)c1ccc(-c2cc(C(F)(F)F)on2)s1	2%
68	FC(F)(F)c1cccc(N2CCN(c3ncnc4c3nc3n4CCCC3)CC2)c1	-5%
69	COc1ccccc1CN1C[C@@H]2C[C@@H](c3ccc(C)c(C)c3)N3CCC[C@@]23C1=O	12%
70	Cc1cccc(NC(=O)c2ccc(Cn3nc(N4CCN(c5ccccc5)CC4)ccc3=O)o2)c1C	5%
71	CCCNC(=O)CCC(=O)N1Cc2cccc(OC)c2Oc2ncccc21	4%
72	C#CCN(C[C@@H]1[C@@H](OC(=O)NCc2ccccc2F)[C@@H](OC(=O)NCc2ccccc2F)Cn2c(=O)ccc(=O)n21)S(=O)(=O)c1ccc(C)cc1	-3%
73	CCN1CCN(Cc2nc3c(c(=O)n(C)c(=O)n3C)n2CCc2ccccc2)CC1	3%
74	COc1ccc(-c2cc(-c3ccccc3)nc3c2COc2ccc(F)cc2-3)cc1	-4%
75	CC1C(=O)N(Cc2cn(Cc3ccco3)nn2)CCS(=O)(=O)N1Cc1ccc(-c2cccc(N(C)C)c2)cc1 (configuration not stated)	-7%
76	Cc1ccc(NS(=O)(=O)c2ccc3nc(-c4ccccc4)[nH]c3c2)c(Br)c1	8%
77	COc1ccc(CNC(=O)CN(c2ccc(C)cc2)S(=O)(=O)c2c(C)noc2C)cc1	5%
78	CCOC(=O)c1c(NC(=O)CSc2nnc(-c3ccc(Cl)cc3)o2)sc2c1CCC2	-7%
79	CCOc1ccc(NC(=S)N2CCC(NC(=O)C3CCCCC3)CC2)cc1	-6%
80	O=C(Nc1nnc(-c2cccnc2)s1)c1cccs1	-4%
81	Cc1cccc(N2CCN(C(=O)c3c(C)oc4ncnc(N5CCCCC5)c34)CC2)c1C	29%
82	COC(=O)c1c(C)oc2ccc(N(C(=O)Oc3ccccc3)S(=O)(=O)c3ccc(C(C)(C)C)cc3)cc12	-7%
83	CCOc1c(CNCCSc2nnnn2C)cccc1OC	5%
84	Cc1nn(C(C)C(=O)NCc2cccc(F)c2)c(=O)c2c1sc1ccccc12 (configuration not stated)	4%
85	O=C(NC(n1ccc(=O)[nH]c1=O)C(Cl)(Cl)Cl)C12CC3CC(CC(C3)C1)C2 (configuration not stated)	0%
86	O=c1o[nH]c(-c2ccccc2)c1-c1ccccc1	-15%
87	COCCNC(=O)CCSc1nc(-c2ccc(OC)cc2)cc(C(F)(F)F)n1	-9%
88	Cc1ccc(S(=O)(=O)N2CCCOC2CNC(=O)C(=O)NCCc2ccco2)cc1 (configuration not stated)	-7%
89	COc1ccccc1CC(=O)NNC(=O)c1ccco1	-43%[inhibitor]
90	CC(=O)N1c2ccc(S(=O)(=O)NCCc3cccc(C)c3)cc2CC1C (configuration not stated)	8%
91	N#CCC(=O)Nc1ccc(C(=O)OCC(=O)c2ccc3c(c2)OCO3)cc1	1%
92	COc1ccc(-c2nc3c(C#N)c[nH]n3c2NC2CCCCC2)cc1	-7%
93	Cc1ccc(NC(=O)Cn2c(=O)n(CCC(=O)N3CCc4ccccc4C3)c(=O)c3ccccc32)cc1	-5%
94	Cc1ccc(CSc2nc3cccnc3n2Cc2ccc(C(=O)NCCc3ccccc3)cc2)cc1	2%
95	CC(Oc1ccc2c(=O)c(-c3ccc(Cl)cc3)c(C(F)(F)F)oc2c1)C(=O)O (configuration not stated)	0%
96	COc1ccc([C@H]2C[C@@H](O)[C@H](n3cc(COC(=O)c4ccccc4)nn3)CN2C(=O)c2cccs2)cc1	4%
97	O=C1CC(c2ccc(S(=O)(=O)NC3CC3)cc2)CN1 (configuration not stated)	-3%
98	CCCCCSc1nc2sc3c(c2c(=O)n1-c1ccc(OC)cc1)CCN(C(C)=O)C3	14%
99	COc1ccc(-c2nnc(NC(=O)C(C)C)s2)c(OC)c1	-7%
100	COc1ccc(C)cc1NC(=O)c1nnn(Cc2cc(C)ccc2C)c1N	1%
101	COc1ccc(CCNc2nc(SCc3cccc(Cl)c3)nc3ccccc23)cc1OC	-18%
102	Cc1nc(N=Nc2ccc(O)cc2)n[nH]1	-4%
103	CCOC(=O)c1ccccc1NS(=O)(=O)c1c(-c2ccc(C)cc2)csc1C(=O)OC	-15%
104	O=C(Cn1nnnc1-c1ccccc1F)Nc1ccc(F)c(F)c1	-2%
105	CCCn1nnnc1SCC(=O)N1CCCCC1	-4%
106	O=C(CSc1nc(-c2ccccc2)cc(=O)[nH]1)Nc1ccccc1F	-3%
107	Cc1ccc(Cl)cc1NC(=O)CN1C=NS(=O)(=O)c2ccccc21	-1%
108	COCCn1c(SCC(=O)Nc2cc(C)on2)nnc1-c1c[nH]c2ccccc12	3%
109	CC1=C(C(=O)NCc2ccccn2)C2(CCC(C)CC2)OC1=O (configuration not stated)	-2%
110	CCN(CC)CCCNc1cc(-c2ccccc2)nc(C)n1	6%
111	COCCSc1nnc(NC(=O)C2CCN(C(=O)c3ccco3)CC2)s1	-5%
112	Cc1ccc(C(=S)N2CCN(Cc3ccccc3)CC2)s1	2%
113	O=C(Cn1c(=O)n(Cc2ccc3c(c2)OCO3)c(=O)c2oc3ccccc3c21)Nc1ccccc1F	0%
114	COc1ccc(N2CCN(c3oc(-c4ccccc4C)nc3S(=O)(=O)c3ccccc3)CC2)cc1	-17%
115	O=C(COc1ccc2c(c1)OCO2)Nc1nccs1	-21%
116	O=C(CSc1nc(C(F)(F)F)cc(=O)[nH]1)N1CCCCCC1	-8%
117	Cc1cc(F)ccc1NC(=O)c1cc(S(=O)(=O)N2CCCC2)cn1C	-6%
